Rv3671c protease: Rv3671c serine protease inhibitors, primary screen, biochemical, fluorescence polarization, M. tuberculosis H37Rv. P9WHR9. inhibition, % at 5.96 µM. hit rate 0.048% among 320,000. AID 2606, 2010; in the data active = inhibition above about 38%;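 also: extracellular domain of Rv3671c used as enzyme; 0% = enzyme with DMSO and 100% = no enzyme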
PrPC TRFRET: inhibitors of human cell surface prion protein PrPC, primary screen, cell-based, TR-FRET | Major prion protein (Homo sapiens), P04156 | inhibition, % at 13.8 µM | AID 720596, 2013 | TR-FRET read-out | hit rate 0.43% among 370,000; in the data active = inhibition above about 24%; also: 0% = median of the test wells and 100% = reference compound wells
BH1578 lux ind: inducers of Vibrio cholerae quorum light production without autoinducers, primary screen, BH1578 luxS cqsA deficient, single point | V. cholerae BH1578 lux reporter, luminescence, 6 h | activation, % at 18.7 µM | hit rate 0.16% among 350,000 | AID 588436, 2011; in the data active = activation mostly above about 9.7%, no sharp cut-off; also: not every result past the cut was called active; inactives centre near 0; reference of the scale not given here
Y pestis TopoI: Yersinia pestis topoisomerase I inhibitors, primary screen, biochemical, cleavage product accumulation, plate reader, single point | Y. pestis Topo-I cleavage product accumulation | activity, % at 10 µM | hit rate 0.064% among 360,000; in the data active = activity above about 50%, passing the limit was not always enough; also: inactives centre near 2
MazEF act: activators of E. coli MazEF toxin-antitoxin RNase, primary screen, biochemical, fluorescence, uHTS; activation, % at 20 µM; FAM/BHQ RNA-DNA oligo cleavage fluorescence, 5 h; hit rate 0.32% among 350,000; in the data active = activation above about 50%
CCHFV vOTU inh: CCHFV vOTU protease inhibitors, primary screen, biochemical, Pep-AMC substrate, fluorescence. AID 651958, 2012. Crimean-Congo hemorrhagic fever virus L polyprotein viral ovarian tumor (vOTU) protease …. hit rate 0.55% among 370,000. inhibition, % at 11.5 µM; in the data active = inhibition above about 30%; also: 0% = vehicle wells with enzyme and 100% = no enzyme wells
PriA SSB inh: inhibitors of Klebsiella pneumoniae PriA binding to SSB C-terminal tail, primary screen, biochemical, AlphaScreen | PriA–SSB C-terminal tail interaction (Klebsiella pneumoniae) | AlphaScreen SSBct-PriA binding, biotinylated peptide | inhibition, % at 33 µM | hit rate 0.6% among 430,000 | AID 1272365, 2023; in the data active = inhibition mostly above about 37%, no sharp cut-off; inactive = mostly below about 20%;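 also: plate controls were negative control peptide for no effect and reference peptide for full effect; strong numbers were not always called active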
VHR inh abs: VHR1 phosphatase inhibitors, primary screen, biochemical, absorbance, uHTS; Dual specificity protein phosphatase 3 (Homo sapiens), P51452; recombinant VHR phosphatase, pNPP absorbance; inhibition, % at 13.3 µM; hit rate 0.52% among 290,000; AID 1654, 2009; in the data active = inhibition above about 50%; also: some compounds called inactive have numbers as strong as hits
SARS 3CLpro inh: SARS-CoV 3CLpro protease inhibitors, primary screen, biochemical, quenched FRET; hit rate 0.14% among 290,000; inhibition, % at 6 µM; recombinant SARS-CoV 3CLpro, quenched FRET peptide cleavage; AID 1706, 2009; in the data active = inhibition above about 12%
TcdB inh: TcdB glycohydrolase inhibitors, primary screen, biochemical, single point, plate reader | Toxin B (Clostridioides difficile), P18177 | TcdB glycohydrolase enzymatic assay | inhibition, % at 9.99 µM | hit rate 0.24% among 350,000; in the data active = inhibition above about 10%
Target sequence (P18177 whole entry, looked up): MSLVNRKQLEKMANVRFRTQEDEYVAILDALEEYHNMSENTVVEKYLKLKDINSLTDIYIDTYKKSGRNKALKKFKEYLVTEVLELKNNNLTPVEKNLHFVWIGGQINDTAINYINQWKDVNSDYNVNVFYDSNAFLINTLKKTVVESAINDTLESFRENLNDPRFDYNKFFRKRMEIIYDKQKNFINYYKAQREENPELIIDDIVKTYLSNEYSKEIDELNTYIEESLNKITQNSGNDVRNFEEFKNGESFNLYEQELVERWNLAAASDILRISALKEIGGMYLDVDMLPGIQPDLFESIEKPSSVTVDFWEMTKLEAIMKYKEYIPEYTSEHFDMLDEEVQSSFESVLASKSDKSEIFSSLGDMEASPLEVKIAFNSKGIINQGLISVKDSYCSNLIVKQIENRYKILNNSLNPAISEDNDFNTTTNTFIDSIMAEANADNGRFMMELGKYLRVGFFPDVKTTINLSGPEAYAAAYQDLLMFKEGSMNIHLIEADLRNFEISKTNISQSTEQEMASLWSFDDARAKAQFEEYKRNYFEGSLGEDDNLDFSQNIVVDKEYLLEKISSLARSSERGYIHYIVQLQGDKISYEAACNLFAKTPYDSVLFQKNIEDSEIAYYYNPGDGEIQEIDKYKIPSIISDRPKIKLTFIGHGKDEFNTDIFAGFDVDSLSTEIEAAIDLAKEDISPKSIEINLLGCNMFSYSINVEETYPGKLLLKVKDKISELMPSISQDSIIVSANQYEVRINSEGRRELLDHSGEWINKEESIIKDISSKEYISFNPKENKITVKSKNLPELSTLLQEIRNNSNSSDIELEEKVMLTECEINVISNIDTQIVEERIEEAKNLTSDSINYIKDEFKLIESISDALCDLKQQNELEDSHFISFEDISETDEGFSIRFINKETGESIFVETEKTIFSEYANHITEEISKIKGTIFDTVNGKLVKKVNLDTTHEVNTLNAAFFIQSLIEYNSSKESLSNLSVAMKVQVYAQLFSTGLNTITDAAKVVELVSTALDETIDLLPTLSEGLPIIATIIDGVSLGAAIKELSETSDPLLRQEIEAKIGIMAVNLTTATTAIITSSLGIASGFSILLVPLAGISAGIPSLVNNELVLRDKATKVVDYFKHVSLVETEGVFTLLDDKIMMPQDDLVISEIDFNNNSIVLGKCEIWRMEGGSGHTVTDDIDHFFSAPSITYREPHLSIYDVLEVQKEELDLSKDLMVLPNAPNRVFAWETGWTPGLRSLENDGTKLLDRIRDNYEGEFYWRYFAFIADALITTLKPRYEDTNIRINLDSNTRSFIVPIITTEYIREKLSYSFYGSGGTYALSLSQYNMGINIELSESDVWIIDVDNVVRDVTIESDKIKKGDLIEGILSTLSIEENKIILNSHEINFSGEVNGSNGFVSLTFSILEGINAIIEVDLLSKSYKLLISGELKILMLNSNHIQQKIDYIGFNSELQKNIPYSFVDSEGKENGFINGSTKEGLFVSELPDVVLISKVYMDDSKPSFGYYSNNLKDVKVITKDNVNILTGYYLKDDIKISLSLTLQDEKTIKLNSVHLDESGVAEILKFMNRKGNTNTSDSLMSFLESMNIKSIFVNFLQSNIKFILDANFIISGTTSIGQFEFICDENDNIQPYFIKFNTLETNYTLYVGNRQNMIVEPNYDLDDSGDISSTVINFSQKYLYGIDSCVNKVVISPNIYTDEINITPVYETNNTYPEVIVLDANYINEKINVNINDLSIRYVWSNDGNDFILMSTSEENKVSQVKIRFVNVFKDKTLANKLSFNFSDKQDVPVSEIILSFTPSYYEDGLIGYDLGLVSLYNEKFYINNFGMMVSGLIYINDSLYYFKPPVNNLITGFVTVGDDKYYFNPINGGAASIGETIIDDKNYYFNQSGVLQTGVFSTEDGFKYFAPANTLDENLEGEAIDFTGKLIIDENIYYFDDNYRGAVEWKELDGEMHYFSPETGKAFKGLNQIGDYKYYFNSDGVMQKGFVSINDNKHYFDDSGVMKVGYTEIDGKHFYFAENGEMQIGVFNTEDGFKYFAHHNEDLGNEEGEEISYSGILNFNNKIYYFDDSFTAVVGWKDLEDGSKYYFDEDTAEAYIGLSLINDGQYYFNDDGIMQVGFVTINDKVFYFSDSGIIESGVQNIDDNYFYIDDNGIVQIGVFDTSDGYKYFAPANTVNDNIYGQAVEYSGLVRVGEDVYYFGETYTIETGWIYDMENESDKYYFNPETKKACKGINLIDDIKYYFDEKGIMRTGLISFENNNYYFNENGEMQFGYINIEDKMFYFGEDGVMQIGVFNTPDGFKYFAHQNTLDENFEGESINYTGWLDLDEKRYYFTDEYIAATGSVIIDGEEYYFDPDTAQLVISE
* marks the source's active call; other numbers are inactive results; & = joins results of further samples. An excerpt (hit frequency here may not be typical).

Cn1c2ccccc2c(=O)c2ccc(C#CC3(N)CCCCC3)cc21 was read as Rv3671c protease -2, PrPC TRFRET 2, BH1578 lux ind 4.5, Y pestis TopoI -7, MazEF act 13, CCHFV vOTU inh -48, PriA SSB inh -26, VHR inh abs -3, SARS 3CLpro inh -6 and TcdB inh 0.8.
Screening CC(C)(C)C1=NN=C2c3ccccc3C(=O)C21 (stereo unspecified) returned Rv3671c protease -8, PrPC TRFRET -13, BH1578 lux ind inactive, Y pestis TopoI -1, MazEF act 14, CCHFV vOTU inh 0, PriA SSB inh -9, VHR inh abs 9, SARS 3CLpro inh 3 and TcdB inh 1.5.
Screening CCCn1nnnc1NC(=O)c1cc(Cl)ccc1Cl returned Rv3671c protease 7, PrPC TRFRET 2, BH1578 lux ind 1.4, Y pestis TopoI 1, MazEF act 1, CCHFV vOTU inh -5, PriA SSB inh 12, VHR inh abs -5, SARS 3CLpro inh 0 and TcdB inh 2.3.
For CCOc1ccc(OCCC(=O)Nc2ccc3c(c2)OCO3)cc1 the results were Rv3671c protease 1, PrPC TRFRET 11, BH1578 lux ind 0.2, Y pestis TopoI -4, MazEF act 1, CCHFV vOTU inh 10, PriA SSB inh -12 and TcdB inh 0.1.
`CN(C)S(=O)(=O)c1ccc2c(c1)nc(CCC(=O)NCc1ccc(Cl)cc1)n2C` gave Rv3671c protease 6, PrPC TRFRET 8, BH1578 lux ind inactive, Y pestis TopoI 6, MazEF act -18, CCHFV vOTU inh 11, PriA SSB inh -5, VHR inh abs 10, SARS 3CLpro inh -5 and TcdB inh -0.7.
`Cn1nc(C(F)(F)F)c(-c2ccc(Br)cc2)c1NC(=O)c1nccnc1C(=O)O` gave Rv3671c protease 4, PrPC TRFRET -6, BH1578 lux ind -0.4, Y pestis TopoI -6, MazEF act -25, CCHFV vOTU inh 8, PriA SSB inh -11, VHR inh abs -4, SARS 3CLpro inh -1 and TcdB inh 0.4.
Screening CC1CCc2c(sc3ncn(CCO)c(=O)c23)C1 (stereo unspecified) returned Rv3671c protease 4, PrPC TRFRET 4, BH1578 lux ind 2.9, Y pestis TopoI -10, MazEF act 12, CCHFV vOTU inh 3, PriA SSB inh -4, VHR inh abs 38, SARS 3CLpro inh 2 and TcdB inh 1.8.
For CS(=O)(=O)N1CCC(C(=O)Nc2cccc(Cl)c2Cl)CC1 the results were Rv3671c protease -3, PrPC TRFRET -5, BH1578 lux ind 0.2, Y pestis TopoI 4, MazEF act 3, CCHFV vOTU inh 9, PriA SSB inh -6&0, VHR inh abs 2, SARS 3CLpro inh 1 and TcdB inh 0.7.
`O=C(CN1C(=O)C2C3C=CC(C4CC34)C2C1=O)Nc1cnc2ccccc2c1` (stereo unspecified) gave Rv3671c protease -6, PrPC TRFRET 5, BH1578 lux ind inactive, Y pestis TopoI 0, MazEF act 6, CCHFV vOTU inh 1, PriA SSB inh 0, VHR inh abs 27, SARS 3CLpro inh 2 and TcdB inh 0.8.
`Cc1c(O)ccc2c(CC(=O)N[C@@H](Cc3ccccc3)C(=O)O)cc(=O)oc12` gave PrPC TRFRET -2, BH1578 lux ind 1.4, Y pestis TopoI 6, MazEF act -1, CCHFV vOTU inh -286, PriA SSB inh 1, VHR inh abs 3, SARS 3CLpro inh 0 and TcdB inh -0.4.
`CSc1ccccc1NC(=O)CN1CCN(S(=O)(=O)c2ccccc2[N+](=O)[O-])CC1` gave Rv3671c protease -5, PrPC TRFRET -7, BH1578 lux ind inactive, Y pestis TopoI 31, MazEF act 0, CCHFV vOTU inh -3, PriA SSB inh 3 and TcdB inh 1.4.
Screening CCOCCCn1c(SCC(=O)NC2CCCC2)nc2ccccc2c1=O returned Rv3671c protease -2, PrPC TRFRET 10, BH1578 lux ind -0.3, Y pestis TopoI 2, MazEF act -1, CCHFV vOTU inh 4, PriA SSB inh -5, VHR inh abs -6, SARS 3CLpro inh 8 and TcdB inh 0.9.
For CC(O)CNc1cc(N)c([N+](=O)[O-])cc1[N+](=O)[O-] (stereo unspecified) the results were Rv3671c protease -4, PrPC TRFRET -55, BH1578 lux ind inactive, Y pestis TopoI -10, MazEF act 0, CCHFV vOTU inh 5, PriA SSB inh -3, VHR inh abs 8 and SARS 3CLpro inh -2.
CCN(CC(O)c1cccc(O)c1)C(=O)C12CC3CC(CC(C3)C1)C2 (stereo unspecified) was read as Rv3671c protease -12, PrPC TRFRET 9, BH1578 lux ind 1.4, Y pestis TopoI 28, MazEF act 4, CCHFV vOTU inh -2, PriA SSB inh -14, VHR inh abs 2, SARS 3CLpro inh -5 and TcdB inh 1.2.
Screening COCCCNC(=O)C1CCC(CNS(=O)(=O)c2ccc(OC)cc2)CC1 (stereo unspecified) returned Rv3671c protease -10, PrPC TRFRET 0, BH1578 lux ind inactive, Y pestis TopoI 7, MazEF act -2, CCHFV vOTU inh 5, PriA SSB inh -1, VHR inh abs 7, SARS 3CLpro inh 0 and TcdB inh 0.8.

Quoted at random: 2 records from the list.
Screening COCCCNC(=O)C1CCC(CNS(=O)(=O)c2ccc(OC)cc2)CC1 (stereo unspecified) returned Rv3671c protease -10, PrPC TRFRET 0, BH1578 lux ind inactive, Y pestis TopoI 7, MazEF act -2, CCHFV vOTU inh 5, PriA SSB inh -1, VHR inh abs 7, SARS 3CLpro inh 0 and TcdB inh 0.8.
Cn1c2ccccc2c(=O)c2ccc(C#CC3(N)CCCCC3)cc21 was read as Rv3671c protease -2, PrPC TRFRET 2, BH1578 lux ind 4.5, Y pestis TopoI -7, MazEF act 13, CCHFV vOTU inh -48, PriA SSB inh -26, VHR inh abs -3, SARS 3CLpro inh -6 and TcdB inh 0.8.

Next section
For Cc1ccc(C2(C)NC(=O)N(CC(=O)Nc3ccc(Cl)c(S(=O)(=O)N4CCCCC4)c3)C2=O)cc1 (stereo unspecified) the results were Rv3671c protease -37, PrPC TRFRET -1, BH1578 lux ind inactive, Y pestis TopoI 10, MazEF act -12, CCHFV vOTU inh 10, PriA SSB inh 9 and TcdB inh 0.1.
`O=C(O)c1cnn(-c2ccccc2)c1-n1cccc1` gave Rv3671c protease 1, PrPC TRFRET -7, BH1578 lux ind -0.3, Y pestis TopoI 2, MazEF act 3, CCHFV vOTU inh 5, PriA SSB inh -8, VHR inh abs 12, SARS 3CLpro inh -12 and TcdB inh 1.7.
`Cc1cc(C)c2c(CN3CCC(C)CC3)cc(=O)oc2c1` gave Rv3671c protease -6, PrPC TRFRET 6, BH1578 lux ind inactive, Y pestis TopoI 20, MazEF act 10, CCHFV vOTU inh 19, PriA SSB inh -20, VHR inh abs -11, SARS 3CLpro inh 2 and TcdB inh -0.3.
Screening CCCCCn1c(=O)[nH]c2cc(C(=O)NCCCN(C)Cc3ccccc3)ccc2c1=O returned Rv3671c protease -1, PrPC TRFRET -15, BH1578 lux ind inactive, Y pestis TopoI 8, MazEF act 19, CCHFV vOTU inh -9, PriA SSB inh 5, VHR inh abs 12, SARS 3CLpro inh 1 and TcdB inh -0.4.
Screening Cc1ccc(NC(=O)/C(=C/c2ccc([N+](=O)[O-])cc2)NC(=O)c2ccccc2)cc1 returned Rv3671c protease -18, PrPC TRFRET -5, BH1578 lux ind -0.3, Y pestis TopoI -6, MazEF act 7, CCHFV vOTU inh -2, PriA SSB inh -6, VHR inh abs 11, SARS 3CLpro inh 0 and TcdB inh 0.6.
`COC(C(=O)NCc1ccccc1C)c1ccccc1` (stereo unspecified) gave Rv3671c protease 3, PrPC TRFRET -5, BH1578 lux ind -0.3, Y pestis TopoI -4, MazEF act 5, CCHFV vOTU inh 0, PriA SSB inh 1, VHR inh abs 2 and SARS 3CLpro inh 1.
Screening COc1cccc(-c2c(C(=O)N/N=C/c3sccc3C)nnn2-c2nonc2N)c1 returned Rv3671c protease 4, PrPC TRFRET -2, BH1578 lux ind -2.6, Y pestis TopoI 2, MazEF act 4, CCHFV vOTU inh 12, PriA SSB inh inactive, VHR inh abs 9, SARS 3CLpro inh 1 and TcdB inh 2.3.
For COc1cc(/C=C2/SC(=O)NC2=O)ccc1Oc1ccc([N+](=O)[O-])cc1[N+](=O)[O-] the results were Rv3671c protease 6, PrPC TRFRET -18, BH1578 lux ind inactive, Y pestis TopoI -4, MazEF act -7, CCHFV vOTU inh -2, VHR inh abs -1, SARS 3CLpro inh 0 and TcdB inh -0.4.
For COc1ccc(S(=O)(=O)N2CCOCC2)cc1C(=O)NCC(c1ccccc1)c1ccccc1 the results were PrPC TRFRET 13, BH1578 lux ind -0.3, Y pestis TopoI 29, MazEF act -11, CCHFV vOTU inh -6, PriA SSB inh -4 and TcdB inh -1.6.
`Cc1ccc2nc3c(cc(C(=O)NCC4CCCO4)c(=N)n3CCCOC(C)C)c(=O)n2c1` (stereo unspecified) gave Rv3671c protease -14, PrPC TRFRET -45, BH1578 lux ind -1.0, Y pestis TopoI 8, MazEF act 9, CCHFV vOTU inh -317, PriA SSB inh 5, VHR inh abs 10 and SARS 3CLpro inh 0.
`CN(C)CCOC(=O)C1(c2ccccc2)CCOCC1` gave Rv3671c protease -2&6, PrPC TRFRET 0&1, BH1578 lux ind -1.0, Y pestis TopoI 3&0, MazEF act 8&-5, CCHFV vOTU inh 3&3, PriA SSB inh -2, VHR inh abs 22&10 and SARS 3CLpro inh -2&-6.
`CC(=O)Nc1ccc(OS(=O)(=O)c2ccc([N+](=O)[O-])cc2)cc1` gave Rv3671c protease -2, PrPC TRFRET -17, BH1578 lux ind 1.7, Y pestis TopoI 0, MazEF act 1, CCHFV vOTU inh 2, PriA SSB inh 3, VHR inh abs 12, SARS 3CLpro inh 0 and TcdB inh 3.7.
Screening CCC(CC)c1nnc(NC(=O)C2=NNC(=O)CC2)s1 returned Rv3671c protease -3, PrPC TRFRET 3, BH1578 lux ind -0.4, Y pestis TopoI 4, MazEF act -6, CCHFV vOTU inh 6, PriA SSB inh 12, VHR inh abs 7, SARS 3CLpro inh 6 and TcdB inh -0.1.
C=C1C(=O)OC2C1CCC(C)C1(O)C=CC(=O)C21C (stereo unspecified) was read as PrPC TRFRET -5, BH1578 lux ind -0.3, Y pestis TopoI 3, MazEF act 4, CCHFV vOTU inh -2, PriA SSB inh 4 and TcdB inh -0.3.
For N#Cc1ccc(/C=C/C(=O)c2cccnc2)cc1 the results were Rv3671c protease 0, PrPC TRFRET -9, BH1578 lux ind -0.3, Y pestis TopoI -17, MazEF act 5, CCHFV vOTU inh 9, PriA SSB inh -8, VHR inh abs 22, SARS 3CLpro inh 1 and TcdB inh 0.4.
Screening CC(=O)Nc1ccc(S(=O)(=O)NCc2nc(-c3ccccc3Cl)no2)cc1 returned Rv3671c protease -2, PrPC TRFRET 4, BH1578 lux ind inactive, Y pestis TopoI -1, MazEF act 10, CCHFV vOTU inh -17, PriA SSB inh -1, VHR inh abs 8, SARS 3CLpro inh -2 and TcdB inh 0.6.
Screening CCOC(=O)c1cc(C(C)(C)C)oc1CNC(=O)c1c(C)oc2c1CCCC2 returned Rv3671c protease 3, PrPC TRFRET -1, BH1578 lux ind -5.9, Y pestis TopoI 5, MazEF act -8, CCHFV vOTU inh 9, PriA SSB inh -21, VHR inh abs -9 and SARS 3CLpro inh 0.
`Cc1c(C(=O)OCC(=O)c2c(N)n(CC(C)C)c(=O)n(C)c2=O)oc2ccccc12` gave Rv3671c protease -33, PrPC TRFRET 7, BH1578 lux ind inactive, Y pestis TopoI 10, MazEF act -10, CCHFV vOTU inh -5, PriA SSB inh -1, VHR inh abs -9 and SARS 3CLpro inh -4.
